From PubChem
TDP1 block: inhibitors of human tyrosyl-DNA phosphodiesterase TDP1; Q9NUW8; Potency, µM (highest dose often 130 µM), for inactives: at the top dose activity change, negative = inhibition, most hits filed as inhibitors; recombinant TDP1, AlphaScreen DNA substrate cleavage; hit rate 0.28% among 350,000; further: nearly all actives have a fitted effect of over 40% in size
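AlphaScreen read-out: signal falls as enzyme removes the 3' tyrosine-FITC from a 5'-biotinylated DNA oligo (15 nM, 5 min, RT). Enzyme was E. coli-made recombinant Tdp1 at 1 nM, exposed to compound for 15 min beforehand; beads 10 ug/ml, 10 min.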
TDP1 cell noCPT: qHTS for Inhibitors of human tyrosyl-DNA phosphodiesterase 1 (TDP1): qHTS in cells in absence of CPT; Potency, µM (highest dose often 46.2 µM), for inactives: top-dose activity change, negative = growth inhibition, actives largely listed as inhibitors; hit rate 15% among 420,000; AID 686978, 2013; DT40 Tdp1-/- hTDP1 cells, no CPT, ATP luminescence, 48 h; further: nearly all actives have a fitted effect of over 55% in size
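Chicken DT40 Tdp1-/- cells stably complemented with human TDP1 were seeded at 400 cells/well with DMSO in place of 20 nM camptothecin. After compound pinning, cells grew at least 48 hr at 37 °C; viability read by CellTiter-Glo luminescence.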
GCN5L2 inh: inhibitors of human GCN5L2 histone acetyltransferase; Q92830; Potency, µM (highest dose often 58.9 µM), for the others: at the top dose activity change, negative = inhibition, hits mostly inhibitors; hit rate 0.21% among 390,000; GCN5L2 HAT assay, ThioGlo1 CoA-SH fluorescence
Target sequence (Q92830 whole entry, looked up): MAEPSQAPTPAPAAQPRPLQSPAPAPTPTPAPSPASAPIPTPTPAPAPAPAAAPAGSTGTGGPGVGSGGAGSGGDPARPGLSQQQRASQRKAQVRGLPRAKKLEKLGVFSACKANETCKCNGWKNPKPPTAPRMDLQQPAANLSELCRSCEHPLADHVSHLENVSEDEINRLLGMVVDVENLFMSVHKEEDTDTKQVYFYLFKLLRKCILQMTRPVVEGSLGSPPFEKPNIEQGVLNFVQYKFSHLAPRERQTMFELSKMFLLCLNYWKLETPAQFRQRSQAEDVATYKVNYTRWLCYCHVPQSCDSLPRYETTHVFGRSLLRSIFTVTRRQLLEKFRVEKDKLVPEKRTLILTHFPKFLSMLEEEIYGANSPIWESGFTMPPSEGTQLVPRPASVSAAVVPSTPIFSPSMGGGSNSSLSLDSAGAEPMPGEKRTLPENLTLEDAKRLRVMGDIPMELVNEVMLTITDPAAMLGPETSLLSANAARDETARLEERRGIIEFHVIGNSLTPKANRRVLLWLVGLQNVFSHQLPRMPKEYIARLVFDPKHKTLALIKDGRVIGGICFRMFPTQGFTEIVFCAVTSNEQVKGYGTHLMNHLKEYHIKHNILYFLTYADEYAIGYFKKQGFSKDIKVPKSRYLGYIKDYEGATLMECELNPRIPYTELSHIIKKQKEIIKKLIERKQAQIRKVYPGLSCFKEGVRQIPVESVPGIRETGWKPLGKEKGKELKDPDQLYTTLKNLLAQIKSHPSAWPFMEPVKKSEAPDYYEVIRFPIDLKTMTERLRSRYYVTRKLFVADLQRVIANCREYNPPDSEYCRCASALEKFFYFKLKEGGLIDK
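qHTS, 1536-well. 20nM enzyme, pH 7.5 HEPES/EDTA/Tween-20 buffer; 15 min compound preinc., RT. Start: 75uM H3(1-25), 70uM AcCoA, 50uM ThioGlo1. Read Ex340/Em540 at t=0 (autofluorescence flag) and t=20 min.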
Starred values were filed as active, the others as inactive; ? = inconclusive; · = no result given; & = joins results of further samples; [ ] = remark or other dose. The call rests on the fitted dose curve; in most records, active means well fitted curve in the direction sought with a large enough effect; inconclusive means small, poorly fitted or top-dose-only effect, or another doubt; inactive means no such curve, though single readings can be large; an effect the other way counts as inactive or inconclusive. On the % scale 0 is the no-effect control and ±100 the full control effect; potency means the concentration at half of the fitted maximal effect. A portion of the library (hit frequency here may not be typical).

Order of results: TDP1 block, TDP1 cell noCPT, GCN5L2 inh
> COC(=O)c1ccc(OS(=O)(=O)c2ccc(NC(C)=O)cc2)cc1
 : 0%, ?, -2%
> O=C(NNc1c(F)c(F)cc(F)c1F)c1cc2ccccc2oc1=O
 : -3%, 7%, -2%
> COc1cccc(CNC(=O)c2ccccc2C(=O)NC(C)(C)C(=O)NCc2cccc(OC)c2)c1
 : 0%, 23%, 0%
> CCCCn1c(=O)c(CCC(=O)OCC(=O)Nc2ccc(F)c(Cl)c2)nc2ccccc21
 : 1%, -15%, -8%
> Cc1ccc(OCC(=O)NC(=S)Nc2ccc(Br)c(C)n2)cc1
 : 1%, -8%, 1%
> COc1ccc2c(C)cc(Sc3nnnn3-c3ccccc3)nc2c1
 : 0%, ?, -7%
> CCOc1ccc(N(CC(=O)Nc2ccc(OC)cc2)S(=O)(=O)c2c(C)noc2C)cc1
 : 4%, ?, -3%
> CC(=O)c1c(C)[nH]c(C(=O)CN2C(=O)NC(C)(C)C2=O)c1C
 : -3%, -15%, 4%
> CC(=O)Nc1ccc2nc(SCCOc3ccc(C)cc3)sc2c1
 : 1%, ?, -5%
> CCOc1ccc(-c2cc(C(=O)NN3CCN(C)CC3)c3cc(Cl)ccc3n2)cc1
 : -1%, ·, 34%[activator]
> c1ccc(-c2n[nH]c3ccccc23)cc1
 : 5%, -6%, -3%
> COc1ccc(NC(=O)Cn2nnc3sc4c(c3c2=O)CCCC4)cc1
 : 0%, ?, 0%
> COc1ccc(CNC(=O)c2cc3ccccn3n2)c(OC)c1
 : 0%, ?, 2%
> COc1ccc2c(C(=O)c3ccc(C)cc3)n(Cc3ccc(C(N)=O)cc3)[n+]([O-])c2c1
 : 0%, -25%, -9%
> CCOc1ccccc1OCC(=O)NC1CCCCC1
 : 3%, -10%, -2%
> Cc1cc(-c2n[nH]c(=S)n2/N=C/c2cccc(O)c2)n[nH]1
 : 6%, -23%, -7%
> Cc1ccc(Nc2c(C(C)C)c(C)c(C#N)c3nc4ccccc4n23)cc1
 : ·, 15µM*, -15%
> CN=C(Nc1cc(C)nn1-c1ccccc1)c1ccccc1F
 : -2%, -21%, -2%
> CN(C)C(=O)c1ccc(-c2cc(C(F)(F)F)nn2C)s1
 : 6%, -25%, -1%
> Cc1nn(-c2ccccc2)c2ncc(C(=O)c3cc(Cl)ccc3O)cc12
 : 4%, -24%, -5%
> Cc1c(NC(=O)c2ccc3c(c2)C(=O)N(CC2CCCO2)C3=O)cccc1C(=O)O (stereo unspecified)
 : -2%, -1%, -4%
> O=C(Nc1ccccc1)N1CCC(C(=O)N(Cc2ccco2)Cc2cccs2)CC1
 : -1%, -20%, -19%
> Oc1cnn(-c2ccccc2)c1
 : -4%, -23%, -17%
> CCOc1cc(/C=N/NC(=O)c2nnn(-c3nonc3N)c2C)ccc1OCc1ccc(F)cc1
 : 0%, 13%, -6%
> O=C(c1ccc(S(=O)(=O)Cc2cc(F)ccc2F)c([N+](=O)[O-])c1)N1CCCC1
 : 5%, 2.9µM*, -4%
> OCCNc1nc(N2CCOCC2)nc(N2CCOCC2)n1
 : -3%, -1%, -7%
> Cc1c(C(=O)NC(C)CCc2ccccc2)cccc1[N+](=O)[O-] (stereo unspecified)
 : 3%, ?, -15%
> CCOc1cc(C2C3=C(CC(C)(C)CC3=O)N(C)C3=C2C(=O)CC(C)(C)C3)ccc1O
 : ·, 21%, -8%
> CC(=O)c1cnc2nc(SCc3ccc(Cl)cc3)nn2c1C
 : ·, ?, -5%
> O=C(NNS(=O)(=O)c1ccc(Cl)cc1)C1CCN(Cc2ccccc2)CC1
 : -7%, -15%, 0%

Pulled one by one from above, 7 records:
Order of results: TDP1 block, TDP1 cell noCPT, GCN5L2 inh
> Cc1nn(-c2ccccc2)c2ncc(C(=O)c3cc(Cl)ccc3O)cc12
 : 4%, -24%, -5%
> Cc1c(NC(=O)c2ccc3c(c2)C(=O)N(CC2CCCO2)C3=O)cccc1C(=O)O (stereo unspecified)
 : -2%, -1%, -4%
> COc1ccc(CNC(=O)c2cc3ccccn3n2)c(OC)c1
 : 0%, ?, 2%
> CCOc1ccc(N(CC(=O)Nc2ccc(OC)cc2)S(=O)(=O)c2c(C)noc2C)cc1
 : 4%, ?, -3%
> CC(=O)c1c(C)[nH]c(C(=O)CN2C(=O)NC(C)(C)C2=O)c1C
 : -3%, -15%, 4%
> COc1cccc(CNC(=O)c2ccccc2C(=O)NC(C)(C)C(=O)NCc2cccc(OC)c2)c1
 : 0%, 23%, 0%
> COc1ccc2c(C(=O)c3ccc(C)cc3)n(Cc3ccc(C(N)=O)cc3)[n+]([O-])c2c1
 : 0%, -25%, -9%

(listing goes on)
Order of results: TDP1 block, TDP1 cell noCPT, GCN5L2 inh
> CSCCC(NS(=O)(=O)c1ccccc1)C(=O)OCc1cc(=O)oc2cc(O)ccc12 (stereo unspecified)
 : 2%, ?, -5%
> COc1ccc(CCNC(=O)CSC2=Nc3ccccc3C3=NC(CCC(=O)NCc4ccccc4)C(=O)N23)cc1OC (stereo unspecified)
 : 5%, 2%, -4%
> Cc1ccc(C(=O)COc2ccccc2-c2ccccc2)cc1
 : ?, 26µM*, 28%
> CC(C)NC(=O)c1ccc2c(=O)n(Cc3ccco3)c(=S)[nH]c2c1
 : 4%, -2%, -26%
> Cc1cc(-n2c(C)cc(C(=O)CSc3[nH]c(=O)cc(C(F)(F)F)c3C#N)c2C)no1
 : 4%, ?, 1%
> Cc1cc(C)c(CN2CCN(C(=O)Cn3ccc(N)nc3=O)CC2)c(C)c1
 : 0%, -16%, -3%
> CCOCCCNC(=O)CCC(=O)NNc1nc2ccccc2c2nc(-c3ccccc3)nn12
 : 8%&7%, 12µM*, -4%&-5%
> CCOc1cc(C(=S)N2CCOCC2)ccc1OC
 : 0%, -21%, -7%
> Cn1c(SCc2ccc(F)cc2)nnc1-c1ccccn1
 : 8%, -24%, 0%
> Cc1nc(SCC(=O)N2CCN(c3ccccc3)CC2)[nH]c(=O)c1C
 : -2%, -8%, 0%
> CC(=O)c1ccc(OCC(C)C)c(CC(C(N)=O)C(N)=O)c1
 : -3%, -7%, -4%
> Cc1ccccc1-n1c(Cn2c(=O)sc3ccccc32)nnc1SC(C)C
 : 3%, ?, -5%
> CCC(=O)N/N=C(\C)CC(=O)Nc1ccc(F)cc1
 : 0%, 7%, -4%
> CC1CCCCN1S(=O)(=O)c1ccc(NC(=O)CSc2nnnn2C)cc1 (stereo unspecified)
 : -1%, -14%, 1%
> CC(C)[C@H](NC(=O)c1cc2cc(Cl)ccc2n1C)C(=O)N[C@@H](C(=O)O)c1ccccc1
 : ·, 14%, 2%
> COc1ccc(-n2c(=O)c3ccccc3c3ccccc3c2=O)c(OC)c1
 : -3%, -30%, -5%
> Cc1cccc(NC(=O)CN2CCCN(S(=O)(=O)c3ccc(Br)s3)CC2)c1
 : 0%, ?, 3%
> CCOC(=O)c1c(NC(=O)CSc2nccc(=O)[nH]2)sc(C)c1C
 : 2%, -3%, -2%
> CN1CCN(c2ccccc2NC(=O)COc2ccc(Br)cc2)CC1
 : 8%, ?, 7%
> OCC1CCCN(C(=S)Nc2ccc(Oc3ccccc3)cc2)C1 (stereo unspecified)
 : 5%, ?, -15%
> COc1ccc(NS(=O)(=O)c2cc(NC(=O)c3cc(F)c(F)c(F)c3F)ccc2N2CCCC2)cc1
 : -2%, ?, ?
> O=c1cc(CN2CCOCC2)nc(C2CC2)[nH]1
 : 2%, -13%, -2%
> Cc1ccc(-c2nc(C)sc2CC(=O)NCc2ccco2)cc1
 : 0%, -1%, -5%
> CCCOC(=O)CC1C(=O)NCCN1Cc1ccc(F)cc1 (stereo unspecified)
 : 2%, -4%, 1%
> COC(=O)c1ccc(CNC(=O)Cn2cnnn2)cc1
 : ·, -1%, -9%
> O=C(Nc1nc2cc3c(cc2s1)OCCO3)C1=COCCO1
 : 6%, ?, -9%
> CCS(=O)(=O)NCc1ccc2[nH]c3c(c2c1)CCCC3
 : 4%, ·, -6%[0.501 µM]
> CC(=O)n1cc(N(C(=O)CCl)c2ccc(Cl)cc2)c2ccccc21
 : ·, 1.3µM*, -4%
> Cc1nnc(NCc2n[nH]c(=O)c3ccccc23)c2ccccc12
 : 1%, 10µM*, -2%
> CCCCn1c(N)c(N(CCOC)C(=O)c2ccc(Cl)c(S(=O)(=O)N3CCCC3)c2)c(=O)[nH]c1=O
 : 1%, -4%, 2%

Carrying on.
Order of results: TDP1 block, TDP1 cell noCPT, GCN5L2 inh
> COC(=O)CNC(=O)CN1C(=O)NC2(CCCc3ccccc32)C1=O (stereo unspecified)
 : ·, -20%, -16%
> O=C(OCCc1cc2ccccc2c(=O)o1)c1ccc(F)cc1
 : -3%, 1%, -16%
> COC(=O)c1cccc(S(=O)(=O)N(Cc2ccco2)Cc2cc3ccc(OC)cc3[nH]c2=O)c1
 : 6%, -22%, 0%
> Cc1ccsc1/C=N/N=C/c1sccc1C
 : ·, ?, -10%
> CN(CCOc1ccc(Cl)cc1)CC(=O)Nc1ccc(OC(F)F)cc1
 : ·, -28%, ?
> COc1cccc(CNc2nc3ccccc3n2C(C)C)c1O
 : ·, ?, -1%
> CN(c1ccccc1C(=O)Nc1cccc([N+](=O)[O-])c1)S(C)(=O)=O
 : 2%, 1%, 0%
> O=C(c1ccccc1)c1nn(-c2cccc(Cl)c2)ccc1=O
 : ·, -28%, 0%
> Cc1ccccc1NC(=O)CSc1nc2cc3c(cc2cc1C)CCC3
 : 6%, 3.7µM*, -1%
> COC(=O)Cc1c(C)c2ccc(OC3CCCCC3=O)cc2oc1=O (stereo unspecified)
 : ·, -3%, 2%
> CCc1noc(C)c1C(=O)N1CCCC(CCC(=O)NCc2ccc(F)c(F)c2)C1 (stereo unspecified)
 : ·, ?, 0%
> O=C1Cc2cc(NS(=O)(=O)c3ccc(F)cc3)cc3c2N1CCC3
 : ·, -18%, -2%
> COc1ccc(CCN(Cc2cccs2)S(=O)(=O)c2ccc(-n3cnnn3)c(OC)c2)cc1OC
 : -2%, -28%, -8%
> CC(=O)c1ccc(NC(=O)Nc2ccc(Br)cc2C)cc1
 : 3%, 1%, -2%
> O=C(c1ccc(Br)o1)N(c1ccc(Br)cc1)C1C=CS(=O)(=O)C1 (stereo unspecified)
 : 0%, ?, -2%
> Cc1ccc(C(=O)O)cc1NC1(c2ccccc2)C(=O)c2ccccc2C1=O
 : 4%, 4%, 23%
> Cc1ccc2nc3c(cc(C#N)c(=N)n3Cc3cccnc3)c(=O)n2c1
 : 0%, ·, 6%
> O=C(Nc1ccc(S(=O)(=O)N2CCOCC2)cc1)c1ccc(F)cc1
 : ·, -27%, -9%
> O=C(COc1ccc2c3c(c(=O)oc2c1)CCC3)N[C@@H](Cc1ccccc1)C(=O)O
 : ·, 4%, -14%
> CS(=O)(=O)N1CCN(c2ccc([N+](=O)[O-])c(SCc3ccco3)c2)CC1
 : 0%, ?, -6%
> CC(C)(C)NC(=O)NC(=O)COC(=O)CNC(=O)c1cccc(F)c1
 : 4%, -1%, ?
> Cn1nc(N)c2c(-c3ccc(Cl)cc3)c(C#N)c(N)nc21
 : 0%, ?, -4%
> O=C1CC(O)(C(F)F)Oc2ccc3ccccc3c21 (stereo unspecified)
 : 4%, ?, -6%
> CCOC(=O)Cn1c(-c2ccccc2)cc(SC)c(C#N)c1=O
 : ·, -18%, -9%
> COc1cc2c(cc1OC)C(c1ccc([N+](=O)[O-])cc1)NC(=O)C2 (stereo unspecified)
 : 3%, -19%, -5%
> CCn1c(SCC(=O)Nc2ccccc2OC)nc(O)cc1=O
 : ·, -5%, ?
> O=C(OCc1ccccc1Cl)c1cccnc1Cl
 : -9%, -8%, -11%
> Oc1ccc(CNCC2COc3ccccc3O2)cc1 (stereo unspecified)
 : -2%, ?, 3%
> Cc1ccc(S(=O)(=O)NNC(=S)Nc2ccccc2)cc1
 : 0%, 4%, 1%
> CCOc1ccccc1NC(=S)NCc1ccco1
 : 2%, -13%, 1%[0.501 µM]

The listing continues.
Order of results: TDP1 block, TDP1 cell noCPT, GCN5L2 inh
> O=C(CN(Cc1cccs1)C(=O)CNS(=O)(=O)c1ccc(F)cc1)NCC1CCCO1 (stereo unspecified)
 : -5%, -8%, 0%
> Cc1ccc(-c2cc(C(F)(F)F)n3ncc(C(=O)O)c3n2)cc1
 : 0%, ?, -3%
> COc1ccc(/C=N/NC(=O)c2ccc(Cl)cc2Cl)cc1COC(C)=O
 : 1%, ?, -4%
> COc1cc2c(cc1OC)[C@@H](NC(=O)C(C)C)[C@H](O)C2
 : 0%[56.1 µM], 6%, -2%
> O=C1CSC(=Nc2cccc(Cl)c2Cl)N1
 : 1%, -12%, 0%
> CC(=O)Nc1ccc(-c2csc(NC(=O)Nc3ccccc3)n2)cc1
 : 1%, 1.2µM*, -3%
